Screens deposited in PubChem BioAssay by National Center for Advancing Translational Sciences (NCATS).
Tb PFK block – qHTS Assay to Find Inhibitors of T. brucei phosphofructokinase; ATP-dependent 6-phosphofructokinase (Trypanosoma brucei brucei), O15648; Potency, µM (doses to about 57.5 µM), for the others: at the highest dose activity, negative = inhibition, actives largely listed as inhibitors; T. brucei PFK, ADP-Glo luminescence; AID 485367, 2010; 0.17% of 330,000 active;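 note: potency is the fitted concentration of half-maximal effect; 0% = uninhibited 1x PFK enzyme wells and -100% = no-enzyme wells; nearly all actives have a fitted effect of over 60% in size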
Target sequence (O15648 whole entry, looked up): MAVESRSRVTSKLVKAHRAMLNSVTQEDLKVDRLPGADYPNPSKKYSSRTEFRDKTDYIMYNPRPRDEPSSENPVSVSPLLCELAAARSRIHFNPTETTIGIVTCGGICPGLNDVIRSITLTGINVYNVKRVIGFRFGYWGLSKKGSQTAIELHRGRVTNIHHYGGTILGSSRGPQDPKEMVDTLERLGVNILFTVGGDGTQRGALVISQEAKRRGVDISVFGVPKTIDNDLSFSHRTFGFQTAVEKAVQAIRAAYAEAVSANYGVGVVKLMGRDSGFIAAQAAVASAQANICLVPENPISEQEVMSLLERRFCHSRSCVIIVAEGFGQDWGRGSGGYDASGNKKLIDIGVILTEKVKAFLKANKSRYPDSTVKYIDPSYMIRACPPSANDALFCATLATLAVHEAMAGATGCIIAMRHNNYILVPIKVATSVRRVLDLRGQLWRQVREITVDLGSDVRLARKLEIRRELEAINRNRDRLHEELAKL
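Activity is normalized to no-enzyme wells (full inhibition) and 1.25 nM enzyme wells (no inhibition). Reaction: 0.5 mM F6P, 0.1 mM ATP, 45 min RT, ADP-Glo luminescence; concentration-response curves fitted and classed by quality.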
Rab9 promoter act – qHTS Assay for Rab9 Promoter Activators; Potency, µM (series often up to 9.22 µM), for inactives: at the top dose activation, negative = inhibition, actives largely listed as activators; 2.8% of 320,000 active; Huh7 Rab9 promoter-luciferase reporter, luminescence, 24 h; note: potency is the fitted concentration of half-maximal effect; % of control where 0% means no effect; nearly all actives have a fitted effect of over 60% in size
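Luciferase signal after 10 min detection reagent at ambient indicates Rab9 promoter upregulation; stably transfected Huh7 cells were treated 24 h with compound in DMSO at 37 °C, 5% CO2.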
VP16 counter – VP16 counterscreen qHTS for inhibitors of ROR gamma transcriptional activity; Drosophila S2 Gal4-VP16 UAS-luciferase, luminescence, 20 h; Potency, µM (highest dose often 53.6 µM), without a hit: at the top dose activity, negative = inhibition, actives largely listed as inhibitors; 3.5% of 310,000 active;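 note: Gal4-VP16 expression switched on by copper sulfate through the metallothionein promoter; potency is the fitted concentration of half-maximal effect; % is set by controls: 0 for no effect and ±100 for the full control effect; nearly all actives have a fitted effect of over 50% in size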
TRPV1 agonist – HTS Assay for Compounds that Act as Agonists of the Vanilloid Receptor 1; 0.19% of 320,000 active; activation, % at 8.33 µM; TRPV1-expressing cells, Fluo-8 calcium influx, agonist mode; AID 540275, 2011; in the data active = activation above about 80%; inconclusive = between about 30% and that limit; note: 0% is about no effect
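Cells expressing TRPV1 were dye-loaded with Fluo-8 and read kinetically: 10 s baseline, 3 min after compound (agonist portion), then 2 min after EC20 capsaicin (allosteric enhancer portion). Calcium-bound dye fluorescence at 480/520 nm.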
BRCA1 expr up – qHTS Assay to Identify Small Molecule Activators of BRCA1 Expression | MCF7-BRCA1-FFLuc reporter, luminescence, 48 h; response scale: scaled: vehicle 0%, 10 µM genistein 100% | Potency, µM (highest dose often 46.1 µM), for inactives: at the top dose activation, usual class: activators | 1.1% of 380,000 active; note: potency is the fitted concentration of half-maximal effect; nearly all actives have a fitted effect of over 80% in size; some results filed as inactive show a strong effect at the top dose
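MCF7-BRCA1-FFLuc, 2000 cells/well; 2 h attach, 37 °C/5% CO2; compound 48 h; luciferase substrate 15 min; luminescence end-point. Norm. to genistein 10 microM max activation and DMSO; concentration-response curves fitted.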
FLuc modulator – qHTS profiling assay for firefly luciferase inhibitor/activator using purifed enzyme and Km concentrations of substrates (counterscreen for miR-21 project) | Luciferin 4-monooxygenase (Photinus pyralis), P08659 | purified FLuc, Km substrates, luminescence inhibition | Potency, µM (series often up to 57.5 µM), without a hit: at the highest dose activity change, negative = inhibition, actives largely listed as inhibitors | 6.9% of 360,000 active;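 note: potency is the fitted concentration of half-maximal effect; plate controls were vehicle for no effect and reference inhibitor for full effect; nearly all actives have a fitted effect of over 55% in size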
Target sequence (P08659 whole entry, looked up): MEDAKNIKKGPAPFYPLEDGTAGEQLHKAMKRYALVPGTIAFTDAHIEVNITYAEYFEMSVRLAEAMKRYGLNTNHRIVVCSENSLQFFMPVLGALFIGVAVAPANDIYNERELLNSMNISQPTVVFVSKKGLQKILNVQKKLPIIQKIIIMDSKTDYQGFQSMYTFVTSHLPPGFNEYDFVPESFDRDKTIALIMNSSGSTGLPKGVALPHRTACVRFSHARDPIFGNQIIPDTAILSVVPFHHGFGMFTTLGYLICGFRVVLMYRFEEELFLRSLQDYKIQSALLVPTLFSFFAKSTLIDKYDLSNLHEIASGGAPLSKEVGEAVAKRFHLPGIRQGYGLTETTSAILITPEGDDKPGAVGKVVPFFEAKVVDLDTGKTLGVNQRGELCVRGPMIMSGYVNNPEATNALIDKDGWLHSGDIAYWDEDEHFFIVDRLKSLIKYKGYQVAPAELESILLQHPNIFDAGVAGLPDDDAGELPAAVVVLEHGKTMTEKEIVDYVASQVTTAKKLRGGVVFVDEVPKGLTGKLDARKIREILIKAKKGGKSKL
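Purified P. pyralis luciferase (10nM final) with 10uM D-luciferin and 10uM ATP (Km levels) in 50mM Tris acetate pH 7.5, 10mM Mg acetate, 0.01% Tween-20, 0.05% BSA; qHTS 6-point titration, ~60 µM downward; luminescence read.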
ELG1 repair inh – qHTS screen for small molecules that inhibit ELG1-dependent DNA repair in human embryonic kidney (HEK293T) cells expressing luciferase-tagged ELG1; AID 504467, 2011; 2.3% of 330,000 active; HEK293T ELG1-luciferase reporter, luminescence, 16 h; DNA damage induced by 5-fluorouridine; Potency, µM (series often up to 46.1 µM), for the others: at the highest dose activity change, negative = inhibition, actives largely listed as inhibitors; note: potency is the fitted concentration of half-maximal effect; % is set by controls: 0 for no effect and ±100 for the full control effect; nearly all actives have a fitted effect of over 55% in size
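Cells (2,000 per well) received 5-fluorouridine plus test compound or DMSO and were incubated 16 hr at 37 °C, 5% CO2. Luciferase activity was read by luminescence 30 min after ONE-Glo addition; signal suppression marked inhibition of damage-induced ELG1 function.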
NPC1 prom act – qHTS Assay for NPC1 Promoter Activators; Huh7 NPC1 promoter luciferase reporter, 24 h; Potency, µM (titrated, usually from 9.22 µM), inactives show at the top dose activation, hits mostly activators; 2.4% of 320,000 active; AID 485313, 2010;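 note: potency is the fitted concentration of half-maximal effect; % of control where 0% means no effect; nearly all actives have a fitted effect of over 60% in size; reporter is driven by a mutant NPC1 promoter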
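NPC1 promoter–luciferase Huh7 cells; 24 h compound; luminescence.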
RORgamma inh – qHTS for inhibitors of ROR gamma transcriptional activity; Nuclear receptor ROR-gamma (Mus musculus), P51450; Drosophila S2 Gal4-RORgamma UAS-luciferase reporter, 20 h; Potency, µM (titrated, usually from 53.6 µM), without a hit: top-dose activity change, negative = inhibition, hits mostly inhibitors; 5.4% of 310,000 active; AID 2551, 2010; note: potency is the fitted concentration of half-maximal effect; % is set by controls: 0 for no effect and ±100 for the full control effect; nearly all actives have a fitted effect of over 60% in size
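Compounds are pin-transferred onto Drosophila Schneider cells expressing a copper-inducible Gal4–ROR gamma transactivation domain fusion. After 1 hr, copper sulfate is added to 700 uM final; luciferase is read 20 hr later.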
ELG1 genotoxic – qHTS screen for small molecules that induce genotoxicity in human embryonic kidney (HEK293T) cells expressing luciferase-tagged ELG1; HEK293T ELG1-luciferase reporter, luminescence, 16 h; Potency, µM (series often up to 46 µM), for the others: at the top dose activity change, positive = activation, actives largely listed as activators; 1.3% of 330,000 active; note: potency is the fitted concentration of half-maximal effect; % of control where 0% means no effect; nearly all actives have a fitted effect of over 60% in size
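Reporter readout depends on ELG1 protein level, which increases with genetic stress. After 16 hr compound exposure at 37 °C, luciferase activity was quantified using ONE-Glo.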
p53 reactivator – qHTS assay for re-activators of p53 using a Luc reporter; H1299 p53-A138V BP100-luciferase reporter, luminescence, 24 h; Potency, µM (top dose mostly 92.2 µM), for inactives: at the top dose activity change, positive = activation, most hits filed as activators; 0.063% of 320,000 active; note: potency is the fitted concentration of half-maximal effect; % of control where 0% means no effect; nearly all actives have a fitted effect of over 45% in size
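p53-null H1299 cells stably carrying temperature-sensitive p53-A138V and a BP100-luciferase reporter were pinned with compounds (4-point, 1:5 series) and held 24 hrs at 37 deg C. Luminescence was read 10 min after detection reagent.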
* = called active by the depositor; ? = inconclusive; nt = not tested or not shown; [ ] = dose if it differs, or a comment. Unless noted, calls come from the whole dose curve; as a rule, active = well fitted curve in the direction sought with a large enough effect; inconclusive = small, poorly fitted or top-dose-only effect, or another doubt; inactive = no such curve, though single readings can be large; an effect the other way counts as inactive or inconclusive.

SMILES	Tb PFK block	Rab9 promoter act	VP16 counter	TRPV1 agonist	BRCA1 expr up	FLuc modulator	ELG1 repair inh	NPC1 prom act	RORgamma inh	ELG1 genotoxic	p53 reactivator
OC(CN1C2=NCCCN2c2ccccc21)c1ccc(Br)cc1 (stereo not given)	1%	-6%	0%	4	-21%	5%	-20%	1%	-3%	-3%	-6%
CCOC(=O)Cc1ncccc1C(=O)Nc1ccc(Oc2ccccc2)cc1	-2%	3%	8%	1	0%	0%	-10%	-2%	12%	-5%	2%
Cc1csc(NC(=O)CCCNC(=O)c2ccc(Cl)cc2)n1	0%	-2%	nt	9	-6%	-12%	?	0%	nt	3%	7%
COc1cccc(NC(=O)Cn2nnc(-c3ccccc3N)n2)c1	0%	0%	-1%	2	-1%	2%	-4%	-1%	-13%[10 µM]	-3%	-7%
O=C(O)c1cccc(S(=O)(=O)N2CCSCC2)c1	1%	-7%	-9%	-2	0%	0%	7%	0%	-17%[10 µM]	0%	-14%
COc1cc(C(=O)Nc2ccc(S(=O)(=O)Nc3ncccn3)cc2)c([N+](=O)[O-])cc1OC	-3%	-12%	-17%	2	-13%	0%	1%	0%	-2%	6%	5%
O=S(=O)(O)c1ccc(N=Nc2ccccc2)cc1	-4%	-3%	-4%	-2	2%	?	1%	-1%	3%	-1%	10%
Cc1csc(NC(=O)CCCSc2nc3ccccc3s2)n1	2%	-6%	2µM*	-5	-40%	?	?	0%	32µM*	-4%	-1%
Cc1ccc2sc(N3CCN(C(=O)c4ccc([N+](=O)[O-])o4)CC3)nc2c1C	1%	16%	nt	28	-7%	3%	-13%	-6%	nt	0%	5%
CCS(=O)(=O)c1nc(S(=O)(=O)c2ccc(C)cc2)c(N2CCN(C)CC2)s1	1%	-3%	1%	0	-38%	0%	2%	3%	-9%	-6%	3%
O=C(NCC1COc2ccccc2O1)c1ccccc1 (stereo not given)	0%	4.5µM*	-3%	?	7.9µM*	12µM*	?	4µM*	7%	?	?
O=C(O)c1ccc(Cl)c(NCc2cccnc2)c1	-1%	-2%	2%	0	-13%	0%	11%	-1%	0%[1.91 µM]	1%	9%
CC(NC(=O)C1CSC2(C)CCC(=O)N12)c1ccccc1Cl (stereo not given)	3%	-3%	nt	2	-10%	-1%	9%	-1%	nt	0%	6%
Cc1nn2c(C)nc3sc4c(c3c2nc1=O)CC(C)(C)OC4	-1%	-3%	-2%	1	0%	0%	-9%	2%	1%	-3%	2%
C[C@H](CO)N1C[C@H](C)[C@@H](CN(C)C(=O)Nc2ccc3c(c2)OCO3)Oc2ccc(NS(=O)(=O)c3ccccc3)cc2C1=O	0%	nt	nt	nt	26%	nt	1%	nt	nt	-2%	3%
CCOC(=O)c1ccc(-n2c(C)nc3c(cnn3-c3ccccc3C)c2=O)cc1	-4%	-2%	4%	-4	4%	1%	-13%	0%	-9%	1%	2%
CCN(C(=O)COC(=O)c1ccc(N2C(=O)c3ccccc3C2=O)cc1)C1CCS(=O)(=O)C1 (stereo not given)	-4%	2%	4%	-2	16%	1%	10%	2%	23%	2%	1%
CC1CC(=O)Nc2ccccc2N1C(=O)COc1ccc2cc(Br)ccc2c1 (stereo not given)	0%	4%	nt	2	-34%	nt	-1%	-3%	nt	0%	-10%
COc1cccc(/C=N/NC(=O)COc2cccc3cccnc23)c1O	0%	-25%	13µM*	-2	-40%	12µM*	?	-8%	2.2µM*	3%	9%
COc1cccc(CNC(=O)C(=O)NCC2OCCCN2S(=O)(=O)c2cc(C)ccc2C)c1 (stereo not given)	4%	-4%	11%	1	-16%	-1%	-35%	-1%	0%	-13%	-7%
CC(=O)N1CCN(C(=O)C(Cc2c[nH]c3ccccc23)NC(=O)c2ccccc2Cl)CC1 (stereo not given)	0%	-9%	6%	1	0%	-13%	16%	3%	-5%	-1%	9%
Nc1ccc2nc3c(=O)n(C4CCCCC4)c(=O)[nH]c3nc2c1	-2%	?	?	?	7.1µM*	12µM*	?	?	14%	?	12%
CC(C(=O)O)n1c(C(F)(F)F)nc2ccccc21 (stereo not given)	-12%	2%	1%	1	-5%	2%	1%	-2%	-11%	-1%	-3%
COc1ccc2c(c1OC)C(=O)N1c3ccccc3N=C(c3ccc([N+](=O)[O-])cc3)CC21 (stereo not given)	-7%	-2%	-6%	2	-18%	-11%	?	-1%	?	-1%	-10%
C[n+]1cc(-c2ccccc2)n2c1CCCCC2	2%	-4%	-12%	1	-35%	-2%	4%	-4%	26%	-4%	-4%
Remaining list, next part
SMILES	Tb PFK block	Rab9 promoter act	VP16 counter	TRPV1 agonist	BRCA1 expr up	FLuc modulator	ELG1 repair inh	NPC1 prom act	RORgamma inh	ELG1 genotoxic	p53 reactivator
COc1ccc(C)cc1S(=O)(=O)N(C)CC(=O)N1CCN(C)CC1	4%	-5%	-5%	2	3%	4%	16%	0%	-24%	-7%	-1%
CCOP(=O)(OCC)C(C#N)=C1SCN(c2ccc(Cl)cc2)CS1	-5%	-6%	?	2	-3%	0%	4%	-2%	14µM*	0%	3%
COc1ccc(-c2nnc3sc(COc4ccccc4)nn23)cc1	3%	1%	4%	?	18%	?	-3%	6%	8%[10 µM]	4%	4%
NNC(=S)NC1CCCCCCCCCCC1	-2%	-4%	2.8µM*	3	-24%	2%	?	-4%	0.28µM*	-7%	-1%
CCOc1ccc(NC(=O)C2CCN(S(=O)(=O)c3ccc4c(c3)CC(C)N4C(C)=O)CC2)cc1 (stereo not given)	0%	-4%	?	-5	-3%	6%	-26%	-10%	25%	-3%[9.26 µM]	-4%
Clc1cccc(Oc2cnns2)c1Cl	-2%	1%	-20%	-3	9%	-14%	13%	1%	-11%	-2%	-14%
CC(=O)Nc1ccc(N/C=C(\C#N)S(=O)(=O)c2ccc(Cl)cc2)cc1	1%	6%	-2%	-3	0%	0%	17%	-5%	-3%	9%	-1%
COCCn1nnnc1SCC(=O)Nc1ccc2c(c1)OCO2	-3%	11%	-20%	2	-5%	-19%	6%	-3%	-9%	-1%	10%
CC(C)OCCCNC(=O)c1cccc(NC(=O)c2ccccc2)c1	1%	1%	25%	-5	-4%	-16%	?	-2%	8%	-3%	1%
O=c1[nH]ncc(N/N=C\c2ccncc2)c1Cl	14%	-5%	1%	3	-29%	-1%	?	1%	14%	?	0%
Cc1ccc(CN2CC(C(=O)NC(c3nc4ccccc4[nH]3)C(C)C)CC2=O)cc1 (stereo not given)	-4%	-2%	nt	-6	0%	4%	26%	-5%	nt	-1%	-3%
O=C(O)c1cccc(NS(=O)(=O)c2ccc3c4c(cccc24)C(=O)N3)c1	1%	9%	-4%	1	-13%	2%	-4%	-2%	18%	-3%	6%
CCc1ccccc1NC(=O)C1CCCN(c2ncnc3onc(-c4ccc(F)cc4)c23)C1 (stereo not given)	-4%	0%	-10%	-2	-25%	1%	-23%	-1%	7%	-7%	-6%
CC1CCCN(CCCNC(=O)CN2C(=O)COc3ccc(S(=O)(=O)N4CCOCC4)cc32)C1 (stereo not given)	1%	-1%	-5%	0	1%	1%	16%	1%	-12%	-2%	9%
Cc1ccc(NC(=O)CSc2nnc(CCCCCNC(=O)OC(C)(C)C)o2)c(C)c1	6%	3%	-5%	0	8%	-13%	?	0%	41%	-7%	-5%
Cc1ccc2c(c1)C1(OCCO1)C(=O)N2	1%	-5%	7%	6	9%	4%	-1%	-1%	-2%	0%	-4%
Cc1ccc(OCC(=O)Nc2ccc(S(=O)(=O)N3CCOCC3)cc2)c(C)c1	1%	0%	1%	22	-29%	2%	4%	3%	7%	-2%	0%
CC(C)C(=O)Nc1cccc(NC(=S)NC(=O)C(c2ccccc2)c2ccccc2)c1	-18%	-3%	?	7	-78%[inhibitor]	1%	16µM*	-5%	7.1µM*	-11%	8%
COCCNC(=O)Cn1cc(/C=C(\C#N)C(=O)NC2CCCC2)c2ccccc21	2%	4%	-8%	1	43%	?	-10%	2%	10%	0%	14%
